Compound activity: PubChem, National Center for Advancing Translational Sciences (NCATS)
LmPK inhibitor: qHTS Assay for Inhibitors of Leishmania Mexicana Pyruvate Kinase (LmPK) | Potency, µM (doses to about 57.5 µM), for the others: top-dose activity change, negative = inhibition, hits mostly inhibitors | AID 1721, 2009 | purified LmPK, Kinase-Glo ATP luminescence, 1 h | Q27686 | 290,000 compounds, 0.37% hits; note: potency is the fitted concentration of half-maximal effect
Target sequence (Q27686 whole entry, looked up): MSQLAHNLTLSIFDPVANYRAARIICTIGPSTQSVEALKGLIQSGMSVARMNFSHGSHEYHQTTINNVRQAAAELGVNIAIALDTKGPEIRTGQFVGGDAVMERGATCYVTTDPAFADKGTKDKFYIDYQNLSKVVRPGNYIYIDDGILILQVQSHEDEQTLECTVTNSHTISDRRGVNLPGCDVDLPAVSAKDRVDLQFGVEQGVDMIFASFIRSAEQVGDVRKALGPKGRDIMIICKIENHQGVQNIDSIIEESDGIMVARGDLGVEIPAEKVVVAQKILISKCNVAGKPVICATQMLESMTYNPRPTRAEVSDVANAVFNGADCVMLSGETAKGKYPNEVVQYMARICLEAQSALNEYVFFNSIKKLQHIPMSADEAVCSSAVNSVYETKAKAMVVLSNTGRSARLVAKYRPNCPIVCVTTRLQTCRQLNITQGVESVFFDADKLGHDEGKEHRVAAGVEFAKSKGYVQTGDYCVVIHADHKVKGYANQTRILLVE
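ATP generated from ADP (0.1 mM) and PEP (0.5 mM) by 0.1 nM LmPK over 1 h at room temperature (pH 7.2 imidazole buffer) was detected by coupled luciferase luminescence. Values were normalized to uninhibited and no-enzyme wells.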
TbPYK inhibitor: qHTS of Trypanosoma Brucei Inhibitors; pyruvate kinase (Trypanosoma brucei), Q57TT1; 410,000 compounds, 0.12% hits; TbPYK enzyme, Kinase-Glo Plus ATP luminescence, 45 min; Potency, µM (doses to about 76.8 µM), for inactives: at the top dose activity, negative = inhibition, most hits filed as inhibitors; note: potency is the fitted concentration of half-maximal effect; nearly all actives have a fitted effect of over 50% in size
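Luminescent Kinase-Glo Plus end-point after 45 min room-temperature reaction of T. brucei pyruvate kinase started with 130 uM ADP (final). Buffer TEA 50 mM pH 7.2 with KCl, MgCl2, BSA, Tween-20; titration-based qHTS with fitted concentration-effect curves.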
AMA1-RON2 inh: qHTS for Inhibitors of AMA1-RON; Towards Development of Antimalarial Drug Lead: Primary Screen | AID 720542, 2013 | Plasmodium falciparum AMA1 (3D7) - RON2 peptide interaction | AlphaScreen AMA1-biotinylated RON2 peptide binding | Potency, µM (highest dose often 58.2 µM), without a hit: top-dose activity change, negative = inhibition, usual class: inhibitors | 360,000 compounds, 0.2% hits;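 note: potency is the fitted concentration of half-maximal effect; 0% = vehicle wells and -100% = peptide control; nearly all actives have a fitted effect of over 45% in size; some results filed as inactive show a strong effect at the top dose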
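AMA1 (3D7) with his tag at 25 nM final met compounds first, then biotinylated RON2 peptide at 25 nM; detection used donor plus acceptor beads, 10 µg/mL apiece, read by AlphaScreen after 30 min at room temperature.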
AmpC inh no detg: qHTS Inhibitors of AmpC Beta-Lactamase (assay without detergent); P00811; AmpC nitrocefin hydrolysis, absorbance 480 nm, 0.0001% Triton; Potency, µM (series often up to 57.1 µM), inactives show top-dose activity change, negative = inhibition, usual class: inhibitors; 330,000 compounds, 0.52% hits; AID 485341, 2010;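 note: potency is the fitted concentration of half-maximal effect; plate controls were no compound for no effect and no enzyme for full effect; nearly all actives have a fitted effect of over 20% in size; some results filed as inactive show a strong effect at the top dose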
Target sequence (P00811 whole entry, looked up): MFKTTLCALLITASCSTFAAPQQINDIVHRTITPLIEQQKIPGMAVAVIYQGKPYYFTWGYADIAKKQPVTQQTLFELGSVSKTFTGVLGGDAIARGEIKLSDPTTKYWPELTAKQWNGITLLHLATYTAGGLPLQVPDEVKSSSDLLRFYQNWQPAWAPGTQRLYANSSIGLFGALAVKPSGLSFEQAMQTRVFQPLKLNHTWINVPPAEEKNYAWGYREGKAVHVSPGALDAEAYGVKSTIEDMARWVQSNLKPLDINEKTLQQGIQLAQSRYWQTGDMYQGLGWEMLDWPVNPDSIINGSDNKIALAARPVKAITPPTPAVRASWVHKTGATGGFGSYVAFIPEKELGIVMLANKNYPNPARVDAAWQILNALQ
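20 mM phosphate pH 7.0 + 0.01% (detergent screen) or 0.0001% Triton X-100; 5.3 nM AmpC reagent; cpd preinc 15 min RT; nitrocefin (800 uM stock) to start; A480 q20 s × 4 min; Activity was normalised to no-enzyme and no-compound control wells.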
Sm TGR block: qHTS Assay for the Inhibitors of Schistosoma Mansoni Peroxiredoxins. AID 485364, 2010. purified TGR, DTNB reduction, TNB absorbance 405 nm. 360,000 compounds, 3% hits. Potency, µM (highest dose often 114 µM), for inactives: top-dose activity change, negative = inhibition, actives largely listed as inhibitors; note: potency is the fitted concentration of half-maximal effect; nearly all actives have a fitted effect of over 60% in size
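First, TGR (20 nM dispensed) and NADPH were mixed with compound. Second, a 15 min room-temperature incubation followed. Third, further NADPH and then DTNB were added to start the reaction. Finally, TNB absorbance was monitored kinetically.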
AmpC inh detg: qHTS Inhibitors of AmpC Beta-Lactamase (assay with detergent); Potency, µM (titrated, usually from 114 µM), without a hit: top-dose activity change, negative = inhibition, hits mostly inhibitors; AmpC hydrolysis of nitrocefin, absorbance 480 nm, 0.01% Triton; 370,000 compounds, 0.041% hits; AID 485294, 2010; P00811;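 note: potency is the fitted concentration of half-maximal effect; 0% = no-compound wells and -100% = no-enzyme wells; nearly all actives have a fitted effect of over 25% in size; some results filed as inactive show a strong effect at the top dose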
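AmpC (5.3 nM in the dispensed reagent) in 20 mM phosphate pH 7.0 with 0.01% (detergent screen) or 0.0001% Triton X-100 was preincubated with compounds for 15 min at room temperature. Nitrocefin was then added from an 800 uM solution, and hydrolysis was followed at 480 nm.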
HCMV antiviral: qHTS Assay for inhibitors of the human cytomegalovirus (HCMV); HFF cells, HCMV-luciferase reporter, 72 h; active compounds read low; activity change, negative = inhibition, % at 57.5 µM; 410,000 compounds, 4.5% hits; AID 1259415, 2018; in the data active = activity change below about -60%; inconclusive = no clear call, values can overlap the other calls; inactive = above about -39%
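Screen run at 2 compound doses on HFFs infected with reporter HCMV, MOI 1 PFU/cell. Luciferase activity from cell lysates at 72 h post infection gave inhibition relative to buffer-only and Salinomycin wells.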
Starred values were filed as active, the others as inactive; ? = inconclusive; . = not tested or not shown; & = joins results of further samples; [ ] = another dose, or the depositor's remark. Unless noted, calls come from the whole dose curve; as a rule, active = well fitted curve in the direction sought with a large enough effect; inconclusive = small, poorly fitted or top-dose-only effect, or another doubt; inactive = no such curve, though single readings can be large; an effect the other way counts as inactive or inconclusive. Unless noted, % is set by controls: 0 for no effect and ±100 for the full control effect.

SMILES	LmPK inhibitor	TbPYK inhibitor	AMA1-RON2 inh	AmpC inh no detg	Sm TGR block	AmpC inh detg	HCMV antiviral
CC(C)C[C@@H](CO)N1CCN(Cc2cccnc2)CCC1=O	-11%	-4%	7%	-14%	-4%	-11%	-12
O=C(NC1CCN(S(=O)(=O)c2ccccc2C(F)(F)F)CC1)c1ccco1	-3%	-2%	23%	5%	-12%	-2%	-38
COc1cccc(NC(=O)CC(C)S(=O)(=O)c2ccc3c(c2)NC(=O)CO3)c1 (stereo not given)	.	4%	.	.	-8%	-7%	-4
Cc1ccc(OCCNC(=O)c2ccc(C)o2)cc1	.	-16%	0%	-8%	-13%	-3%	-15
Cc1ccccc1CCNC(=O)CCn1ccc2cc(S(=O)(=O)N3CCCC3)ccc21	0%	-4%	-9%	6%	-6%	-7%	0
NC1=NC(=O)/C(=C/c2ccccc2OS(=O)(=O)c2ccc3ccccc3c2)S1	6%	3%	10%	-20%	-14%	?	-1
COc1ccc(-c2cc3ccccc3[nH]2)cc1	-3%	-4%	10%	-31%	-4%	-2%	-1
Cc1oc2c(C)c3oc(=O)c(CCC(=O)NCCCCCC(=O)O)c(C)c3cc2c1C	-3%	-12%	-5%	-12%	-6%	0%	?
COc1ccc(CNCCC(c2ccc(OC(C)C)cc2)c2ccccc2OC)cc1 (stereo not given)	-1%	6%	12%	23%	8%	-4%	-99*
CCOC(=O)N1CCC(NC(=O)c2c(C)nn(-c3cccc(C)c3)c2-n2cccc2)CC1	.	5%[15.4 µM]	.	.	7%	4%	0

As a short view, 3 of the compounds above.
SMILES	LmPK inhibitor	TbPYK inhibitor	AMA1-RON2 inh	AmpC inh no detg	Sm TGR block	AmpC inh detg	HCMV antiviral
Cc1ccccc1CCNC(=O)CCn1ccc2cc(S(=O)(=O)N3CCCC3)ccc21	0%	-4%	-9%	6%	-6%	-7%	0
NC1=NC(=O)/C(=C/c2ccccc2OS(=O)(=O)c2ccc3ccccc3c2)S1	6%	3%	10%	-20%	-14%	?	-1
COc1ccc(-c2cc3ccccc3[nH]2)cc1	-3%	-4%	10%	-31%	-4%	-2%	-1

Next results
SMILES	LmPK inhibitor	TbPYK inhibitor	AMA1-RON2 inh	AmpC inh no detg	Sm TGR block	AmpC inh detg	HCMV antiviral
Cc1[nH]n2c(=O)cc(C(C)C)nc2c1-c1ccccc1	-1%	0%	55%[activator]	-25%	3%	-8%	42
O=C(Nc1cccc(-c2nc3ccccc3o2)c1)c1cccc2c(Cl)cccc12	.	2%	.	.	4%	0%	26
CN(C)CCCN(C(=O)c1ccc2c(c1)CCCC2)c1nc2c(F)cccc2s1	-8%	-15%	?	119%[activator]	?	3%	-35
CCOC(=O)C1CCN(C(=O)c2cc3c(-c4ccc(OC)c(OC)c4)nn(C)c3s2)CC1	-1%	8%	2%	169%[activator]	0%	-4%	.
O=C1CCCC(=O)N1c1ccc(Oc2ccc(Cl)cc2)cc1	1%	1%	-11%	23%	-11%	?	-32
COc1ccccc1C(=O)NC(=O)COC(=O)c1ccc(Br)o1	.	-1%	3%	-22%	-2%	?	-16
COc1ccc(CN2CCNC(=O)C2CC(=O)N(C)C2CCCCC2)cc1OC (stereo not given)	.	-1%	2%	.	.	.	-2
CCC(Sc1nc2nccnc2c(=O)n1Cc1ccc(C)cc1)C(=O)NC1CCCCC1 (stereo not given)	.	0%	.	.	-2%	13%	-36
O=C(O)c1nc(NCc2ccccc2)ncc1Cl	2%	-2%	-7%	5%	-19%	-6%	6
COc1cccc(C(=O)Nc2nnc(-c3cccs3)o2)c1	3%	-6%	78%[activator]	-33%	0%	-18%	84
CCN(CC)S(=O)(=O)c1ccc(OC)c(NC(=O)C(Cc2ccccc2)N2C(=O)c3ccccc3C2=O)c1 (stereo not given)	0%	.	.	-1%	0%	-4%	.
CC(C)C[C@H]1CNC(=O)C(=O)N1C[C@H]1CCCN1C[C@H](CC(C)C)N1C[C@H](Cc2ccccc2)N(CC2CCCCC2)C(=O)C1=O	.	0%	0%	.	.	.	-1
CC1(C(=O)NCc2cccc3ccccc23)CCN1Cc1cc2ccccc2o1 (stereo not given)	.	-4%	-20%	.	.	.	0
CC(C)(C)CNC(CO)C12CC3CC(CC(C3)C1)C2 (stereo not given)	-1%	5%	-3%	-16%	0%	3%	-27
CC1CCN(CC(=O)NC(=O)NCc2ccccc2)CC1	1%	8%	14%	-17%	-3%	-7%	28
CC1=CC(=O)C(C(C)=Nc2cccc(Cl)c2)C(=O)O1 (stereo not given)	.	-1%	-4%	.	.	.	-13
Cc1c(C(=O)NNC(=O)c2ccccc2O)oc2ccc(Br)cc12	.	2%	73%[activator]	.	.	.	7
COCCNC(=O)COc1ncnc2ccc(Br)cc12	-8%	4%	6%	-8%	-6%	1%	42
Oc1cccc(-n2nnnc2SCc2ccccc2F)c1	3%	-1%	1%	-39%	4%	3%	94
COc1cccc(OCCNC(=O)CSc2ccc(C(F)(F)F)cc2[N+](=O)[O-])c1	-2%	-2%	-3%[2.32 µM]	8%	?	?	-27
O=C(Nc1ccccc1)C1CCCN1S(=O)(=O)c1cccs1 (stereo not given)	.	3%	12%	-21%	5%	6%	-16
COC(=O)C1CN(C(=O)COc2ccccc2C)c2ccccc2O1 (stereo not given)	6%	0%	0%	1%	1%	-8%	-12
COc1cccc(CN2CCCC(C(=O)c3ccc4c(c3)OCO4)C2)c1OC (stereo not given)	2%	1%	-6%	23%	12%	0%	-36
CCN(CC)S(=O)(=O)c1ccc(N2CCc3cc(OC)c(OC)cc3C2)nc1	2%	1%	-3%	55%	4%	0%	-16
COC(=O)C1=C(c2ccccc2)c2ccccc2S(=O)(=O)N1CC(=O)Nc1ccccc1C(F)(F)F	.	3%	.	.	-1%	-3%	-6
O=[N+]([O-])c1ccc2c(c1)/C(=N\O)c1ccccc1-2	12%	11%	-17%	-44%	9%	-3%	-85*
CCc1cc2c(cc3c(=O)n(CC(=O)N4CCN(c5cccc(C)c5C)CC4)nc(CC)n32)s1	.	-8%	.	.	6%	3%	-3
NCC(CC(=O)O)c1ccc(Cl)cc1 (stereo not given)	-4%	3%&-5%	-11%	-21%	-6%	-10%	-25
O=C(/C=C/c1ccccc1)NCCc1c[nH]c2ccccc12	.	1%	-25%	.	.	.	54
Cc1n[nH]c(C)c1S(=O)(=O)N(CC(=O)Nc1ccc(C(F)(F)F)cc1)c1ccc(C(C)C)cc1	.	0%	.	.	0%	6%	-96*
Cn1c(=O)c2c(nc(NCCOc3ccc(F)cc3)n2C)n(C)c1=O	5%	5%	-9%	3%	15%	-2%	?
COc1ccc(NC(=O)C2Cc3ccccc3CN2S(=O)(=O)c2ccccc2)cc1OC (stereo not given)	.	2%	.	.	4%	20%	-1
Cc1oc(-c2cc3c(cc2Cl)OCO3)nc1CN1CCCC1c1ccc(F)cc1 (stereo not given)	-3%	2%	?	10%	-15%[57.1 µM]	-6%	-3
CC1CCCCC1NC(=O)c1nn(C)c(=O)c2ccccc12 (stereo not given)	3%	2%	0%	-17%	-27%	-1%	-2
COc1ccc(CNC(=O)C(=O)c2cn(CC(=O)N3CCCC3)c3ccccc23)cc1	-3%	4%	4%	142%[activator]	-3%	-5%	129
Cn1cccc1C(=O)Nc1ccc(Cl)c(S(=O)(=O)N2CCCCC2)c1	.	-20%	-10%[11.6 µM]	-37%	.	.	-8
N#Cc1c(-c2ccccc2)c(-c2ccccc2)nn(CC(=O)NNC(=O)Nc2ccccc2)c1=O	5%	8%	-6%	-21%	0%	6%	-32
Cc1nc(NC(=O)c2ccccc2)sc1-c1csc(Nc2ccc(C(=O)O)cc2)n1	-16%	-7%	1%	-30%	-20%	-2%	0
O=C(COC(=O)C1CCN(c2ccc(C(F)(F)F)cn2)CC1)NCc1ccc(Cl)cc1Cl	.	0%	16%	7%	-5%	-13%	15
CCN(CC)c1ccc(S(=O)(=O)N2CCOCC2)cc1NC(=O)Cn1nc(C)c([N+](=O)[O-])c1C	.	1%	4%	108%[activator]	-20%	-2%	0
CCNC(=O)COc1ccc(CC)cc1	-5%	-3%	-6%[11.6 µM]	-20%	4%	4%	?
CC/C(C)=N\NC(=O)CNC(=O)c1ccc(Cl)cc1Cl	-3%	-1%	-6%	-25%	8%	0%	44
C=CCCC(=O)N1C[C@H]2CON(C)[C@H]2C[C@H]1c1ccc(N2CCCCC2)cc1	.	1%	-5%	.	.	.	11
COc1ccc(OC)c(NC(=O)c2ccc(-n3cccn3)nc2)c1	-4%	-11%	-3%	-18%	4%	-6%	-31
O=S(=O)(NCc1nc2cccnc2n1Cc1ccccc1Cl)c1ccc2c(c1)CCCC2	.	17%	.	.	6%	5%	-12
O=C(CNS(=O)(=O)c1ccccc1)NCc1cccnc1	0%	-4%	2%	-1%	10%	-7%	-27
COc1ccc(-c2nc3c(-c4ccccc4)cnn3cc2C)cc1F	10%	-3%	-9%	-19%	13%	6%	-40
CC(=O)Oc1ccccc1C(=O)N(C1CCCCC1)C1CCCCC1	11%	-5%	-3%	43%	8%	-2%	7
O=C1C(O)CC2c3ccccc3CC3(CCCC3)N12 (stereo not given)	3%	-11%	-6%	-18%	-2%	-7%	8
COc1ccc2c(c1)c(CC(=O)OCC(=O)N(C)C)c(C)n2C(=O)c1ccc(Cl)cc1	-2%	3%	-11%	155%[activator]	-7%	-1%	-18
Cc1ccc(CSCC(Nc2ccc(C(=O)O)cc2[N+](=O)[O-])C(=O)O)cc1 (stereo not given)	16%	0%	5%	-18%	-30%	-11%	-5
COc1cccc(N=Nc2c(N)[nH]n3c(=O)c4c(nc23)CCCC4)c1	-3%	6%	35%[activator]	-14%	2%	0%	?

Full records from above. Screens in order: LmPK inhibitor	TbPYK inhibitor	AMA1-RON2 inh	AmpC inh no detg	Sm TGR block	AmpC inh detg	HCMV antiviral
Record of `COc1ccc2c(c1)c(CC(=O)OCC(=O)N(C)C)c(C)n2C(=O)c1ccc(Cl)cc1` : -2%	3%	-11%	155%[activator]	-7%	-1%	-18
Record of `COc1ccc(OC)c(NC(=O)c2ccc(-n3cccn3)nc2)c1` : -4%	-11%	-3%	-18%	4%	-6%	-31
